# High-throughput results from PubChem BioAssay.
# Kir21 block – inhibitors of mouse Kir2.1 inward-rectifier potassium channel | 0.85% of 310,000 active | HEK293-Kir2.1, FluxOR thallium flux fluorescence; stronger effect = lower value | AID 1672 | B-score at 10 µM;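 active = fluorescence ratio B-score at or below minus 3 SD of library scores, with starting-brightness B-score within 2 SD, cut at about -4.2 in these data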;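 note: channel flux triggered by added potassium and thallium sulfate stimulus; B-score of peak minus minimum fluorescence over baseline after thallium stimulus; more negative B-score means stronger Kir2.1 block with less thallium influx; some compounds called inactive have numbers as strong as hits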
# Target sequence (P35561 whole entry, looked up): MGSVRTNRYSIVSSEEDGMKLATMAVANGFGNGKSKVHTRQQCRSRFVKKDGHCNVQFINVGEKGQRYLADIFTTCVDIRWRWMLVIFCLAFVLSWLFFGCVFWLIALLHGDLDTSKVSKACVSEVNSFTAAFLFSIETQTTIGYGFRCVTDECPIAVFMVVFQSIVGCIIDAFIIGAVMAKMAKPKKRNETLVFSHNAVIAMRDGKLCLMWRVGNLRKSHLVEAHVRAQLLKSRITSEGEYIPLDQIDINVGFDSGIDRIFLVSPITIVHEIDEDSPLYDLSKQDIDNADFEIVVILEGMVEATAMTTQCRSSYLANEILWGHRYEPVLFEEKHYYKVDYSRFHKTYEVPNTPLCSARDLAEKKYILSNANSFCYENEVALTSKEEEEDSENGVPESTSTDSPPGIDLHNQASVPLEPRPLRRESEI
# STK33 kinase inh – human STK33 kinase inhibition; AID 2661; inhibition, % at 10 µM; 0.073% of 320,000 active; purified STK33, MBP phosphorylation, ADP-Glo luminescence;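 active = inhibition at or above 25%, using the most active replicate where run in duplicate; inactive = inhibition below 25%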
# Target sequence (Q9BYT3 whole entry, looked up): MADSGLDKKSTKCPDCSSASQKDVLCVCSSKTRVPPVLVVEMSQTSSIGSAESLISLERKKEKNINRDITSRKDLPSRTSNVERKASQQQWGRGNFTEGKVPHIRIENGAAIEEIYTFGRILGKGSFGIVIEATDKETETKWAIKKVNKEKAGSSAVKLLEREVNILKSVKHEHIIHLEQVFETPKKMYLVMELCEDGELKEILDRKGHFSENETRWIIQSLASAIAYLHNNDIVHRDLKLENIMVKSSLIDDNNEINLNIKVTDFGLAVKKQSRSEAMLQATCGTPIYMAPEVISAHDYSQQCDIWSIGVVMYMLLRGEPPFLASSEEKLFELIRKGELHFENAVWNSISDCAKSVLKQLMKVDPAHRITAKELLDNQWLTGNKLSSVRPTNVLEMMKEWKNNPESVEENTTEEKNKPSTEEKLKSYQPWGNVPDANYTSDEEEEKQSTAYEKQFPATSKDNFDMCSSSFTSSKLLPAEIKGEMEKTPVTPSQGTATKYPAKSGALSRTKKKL
# Starred values were filed as active, the others as inactive; . = no result given.
SMILES,Kir21 block,STK33 kinase inh
CCOC(=O)c1ccccc1NC(=S)N1CCCCC1,-0.03,7.3
COc1cc2cc(C(c3nnnn3C3CCCC3)N3CCCCCC3)c(=O)[nH]c2cc1OC (stereo not drawn),0.02,-0.3
Cc1cccc(CS(=O)(=O)Cc2ccc(C(=O)NCc3ccccc3)o2)c1,1.9,-4.6
O=C(O)c1ccc(-n2c(O)c(C=C3N=c4ccccc4=N3)sc2=S)cc1,0.43,-2.0
CS(=O)(=O)c1nc(S(=O)(=O)c2ccc(Cl)cc2)c(N2CCC(C(N)=O)CC2)s1,1.9,-0.8
Cc1cccc(C(=O)OCC(=O)N2CCCCCC2)c1,.,-1.8
CCOc1ccc2[nH]cc(-c3csc(N)n3)c2c1,0.33,-0.5
Cc1cc(C)cc(NC(=S)N(CCN(C)C)C(C)c2cccnc2)c1 (stereo not drawn),1.4,-0.2
CCc1ccc(NC(=O)NCc2ccc3c(c2)OCO3)cc1,0.54,-1.9
O=C(NC1CCCC1)C(c1ccc(F)cc1)N(C(=O)c1csnn1)c1ccccc1 (stereo not drawn),-2.5,-0.3
CC(C)(C)OC(=O)NCCCCCNC(=O)c1ncn(Cc2ccccc2)c1C(=O)NCCCCCNC(=O)OC(C)(C)C,.,0.2
O=C(NC1CCCCC1)N1CCC(n2cnc3ccccc32)CC1,0.64,0.1
CCOc1ccc(NC(=O)c2cccc(NC(=O)c3ccccc3)c2)cc1,0.24,-0.6
O=C(O)C1CCN(S(=O)(=O)c2ccc3c(c2)OCCCO3)CC1,-0.65,0.1
C[C@@H]1C(=O)O[C@@H]2CC34[C@H]5C[C@@H](C(C)(C)C)C36[C@H](OC(=O)[C@@H]6O)OC4(C(=O)O5)[C@@]12O (stereo partly drawn),-3.8,-1.6
COC(=O)c1c(NC(=O)c2cccnc2Cl)sc(C(=O)N(C)C)c1C,-0.86,-0.1
Cc1ccc(Cl)cc1NC(=O)CN1CCN(S(=O)(=O)N2CCOCC2)CC1,1.3,0.1
CC(C)(Oc1ccc(Cl)cc1)C(=O)OCC(=O)NCCc1ccccc1,-6.4*,0.8
Cc1nn(-c2ccccc2)c(N2CCCCC2)c1/C=N/NC(=O)c1ccncc1,0.89,-0.1
COc1ccc(CCN(C)C(=O)CCNS(=O)(=O)c2ccccc2C(F)(F)F)cc1OC,.,-0.7
COc1ccc(N2CC(C(=O)OCC(=O)Nc3cccc(C)c3)CC2=O)cc1 (stereo not drawn),1.4,-0.1
CN(CCC(=O)Nc1ccc(Br)cc1)Cc1ccccc1,-2.9,-1.3
Cc1ccc2[nH]c3c(c2c1)CN(C(=O)CN1CCN(Cc2ccc4c(c2)OCO4)CC1)CC3,-3.4,-0.4
CC(C)CCc1noc(CN2CCN(CC(=O)NC(C)C)CC2)n1,1.9,-0.5
Cc1cccc(C)c1OCC(=O)Nc1ccc(NC(=O)c2ccco2)cc1,-0.64,-1.1
COc1ccccc1N=Cc1c(O)c2ccccc2oc1=O,0,-1.5
COc1ccc(C(=O)N2CCc3cc(OC)c(OC)cc3C2c2ccc(OC)c(OC)c2)cc1OC (stereo not drawn),2.5,0.5
O=C(OCc1nnc(-c2cccs2)o1)C1=NN(c2ccccc2)C(=O)CC1,.,-0.6
O=C(OCCC1Oc2cccnc2NC1=O)c1ccc([N+](=O)[O-])cc1 (stereo not drawn),0.28,-1.3
Cc1cccc(NC(=O)C(c2cccc([N+](=O)[O-])c2)N2CCCCC2)c1 (stereo not drawn),-0.49,-3.6
CC1CCN(S(=O)(=O)c2cccc(C(=O)N(Cc3ccccc3)c3ccccn3)c2)CC1,0.98,-1.3
Cc1cc(C)c2cc(C#N)c(N3CCCN(S(=O)(=O)c4ccccc4)CC3)nc2c1,0.32,0.1
CC1CCCC(NC(=O)CSc2nnc(C(F)(F)F)n2C)C1C (stereo not drawn),.,-0.3
CC(=O)NC(Cc1ccccc1)C(=O)OCC(=O)c1ccc(F)cc1 (stereo not drawn),-1.4,-1.1
Cc1cc(C)cc(NC(=O)c2cccnc2)c1,-1.5,-1.5
CCc1cccc(OCC2Cn3c(nc4c3c(=O)n(C)c(=O)n4C)O2)c1 (stereo not drawn),-0.03,6.2
O=C(O)C[C@H]1c2cc(F)ccc2S(=O)(=O)N1C1CCN(Cc2ccccc2)CC1,-0.43,0.0
CC(C)CCn1c(Sc2nc3ccccc3s2)nc2c1c(=O)[nH]c(=O)n2C,-1.9,-3.3
NC(=O)c1ccc(-n2nnnc2SCC(=O)Nc2ccccc2)cc1,0.67,-0.1
CCOc1ccccc1Nc1ccc(C(=O)O)cc1N,0.17,0.3
Cc1cc(C)n(-c2ccc(C(=O)OCC(=O)Nc3ccc(S(=O)(=O)N4CCOCC4)cc3)cc2)n1,-1.1,-0.5
CSCCC(NC(=O)c1ccccc1)C(=O)NCc1ccc(S(N)(=O)=O)cc1 (stereo not drawn),-0.88,0.5
O=C1C(Nc2ccccc2)=C(NS(=O)(=O)c2ccccc2)C(=O)c2ccccc21,-0.04,-2.3
O=C(c1ccccc1Br)N1CCc2c([nH]c3ccccc23)C1,0.13,0.1
O=C(O)c1cc(=O)[nH]c2ccc(S(=O)(=O)Nc3ccc(F)cc3)cc12,1.8,-0.7
CCCCNC(=O)Cn1cnc2ccc(S(=O)(=O)N3CCC(C)CC3)cc2c1=O,-0.69,0.0
CCN(CC)CCNC(=O)c1ccc(NC(=O)C2CCN(c3ncnc4sc(C)c(C)c34)CC2)cc1,0.09,3.1
COc1ccccc1N1CCN(C(=O)c2coc(=O)c(Br)c2)CC1,-0.75,-0.2
O=C(Nc1ccc(Cl)cc1)c1ccc2nsnc2c1,0.5,-0.7
CC(=O)Nc1cccc(-n2nnc(SCC(=O)c3ccccc3)n2)c1,-0.62,-0.3
# (cont.)
SMILES,Kir21 block,STK33 kinase inh
Cc1nn(C)cc1NC(=O)CC12CC3CC(CC(C3)C1)C2,-0.63,-2.1
Cc1nn(C)cc1CNC(=O)Nc1cccc(Cl)c1,-2,-0.8
CC1CN(S(=O)(=O)c2ccccc2)CC(C)O1 (stereo not drawn),-1.2,-0.9
COc1cccc(NC(=O)N2CCCC2C(=O)NC(C)C)c1 (stereo not drawn),0.26,-0.5
O=C1CN(S(=O)(=O)c2ccc(F)cc2)CCN1,.,2.0
O=C(NCCc1cccs1)C1CC(c2cccc(F)c2)=NO1 (stereo not drawn),1.7,-1.5
CCCN(CCC)S(=O)(=O)c1cc(CN2C(=O)c3cccnc3C2=O)ccc1OC,0.06,-1.1
COC(=O)c1ccccc1NCC(=O)c1ccc(OC)cc1,-0.39,5.7
OCc1csc(=Nc2ccccc2)n1-c1ccccc1,-0.59,0.6
COc1ccc(S(=O)(=O)N(C)C2(C)CCS(=O)(=O)C2)cc1OC (stereo not drawn),-0.07,-2.5
CCOC(=O)c1c(C)n(C)c2ccc(OC)c(NC(=O)CN3CCN(C4CCCCC4)CC3)c12,-1.5,-0.9
Cc1ccc(S(=O)(=O)Cn2nnnc2CN2CCN(C(=O)c3ccco3)CC2)cc1,0.6,0.3
CC(C)C[C@H](NC(=O)C1CC(=O)N(c2ccc(F)cc2)C1)C(=O)N1CCCCC1 (stereo partly drawn),-0.6,-1.1
OCc1cccnc1,-0.39,-0.3
CCCS(=O)(=O)NCCc1cc2cc(C)c(C)cc2[nH]c1=O,-1.2,-1.3
O=C1CC(c2cccnc2)c2cc3c(cc2N1)OCCO3 (stereo not drawn),-0.58,-0.9
Cc1ccc(OCC(=O)Nc2ccc3c(c2)OC(F)(F)O3)c([N+](=O)[O-])n1,-0.24,-0.4
CCNC(=O)COc1ccc2ccccc2c1,0.24,-1.0
CCN(CC)C(=O)c1ccc(Nc2nnc(-c3ccc(O)cc3)c3ccccc23)cc1,-0.37,3.3
CC(=O)N[C@@H]1[C@@H](O)[C@@H]2OC(c3ccccc3)OC[C@H]2O[C@@H]1N=[N+]=[N-] (stereo partly drawn),1.2,-1.1
CCOC(=O)c1c(C)n(C)c2ccc(OC)c(NC(=O)c3cccs3)c12,-2,-0.9
CCOC(=O)CC1COCCN1C(=O)c1cc(COc2ccc(F)cc2Cl)on1 (stereo not drawn),1.3,5.5
O=C(NCCSc1ccccc1)c1ccccc1Cl,1.7,1.7
COC(=O)c1ccccc1NC(=O)C1CCC(=O)N1S(=O)(=O)c1ccc(C)cc1 (stereo not drawn),1.7,-1.1
Cc1cc(Cl)nc(Cl)c1C(=O)NCCc1ccccc1,.,-2.2
Cc1cccc(C)c1NC(=O)CNC(=O)c1cncc(Br)c1,-0.21,-4.5
COc1cc2cc(CCCOC(=O)CCC(=O)O)oc(=O)c2cc1OC,.,-0.6
C/C(Cl)=C\Cn1c(Nc2cccc(C)c2)nc2c1c(=O)n(C)c(=O)n2C,-0.41,0.2
Nc1ccc(N(CCO)CCO)cc1,-0.98,9.0
CC(C)OC(=O)CCCCCN1C(=O)CSC1=S,-0.36,-1.4
COc1cc(/C=N/NC(=O)c2cccc(S(=O)(=O)N3CCCCC3)c2)cc(Br)c1O,-0.07,-1.2
COCCCNC(=O)c1ccc(N2CCOCC2)c(NS(=O)(=O)c2ccc(OC)cc2)c1,-0.99,-3.3
O=C(COC(=O)c1ccccn1)Nc1c(Cl)cccc1Cl,-2.1,1.6
CC(C)CCn1c(SCC(=O)NC2CC2)nc2cc(Cl)ccc2c1=O,-0.07,-2.3
CCOC(=O)c1oc2ccc(S(=O)(=O)Nc3ccc4c(c3)n(C)c(=O)n4C)cc2c1C,0.04,0.1
Cc1onc(-c2ccccc2)c1C(=O)NC(=S)NNC(=O)c1ccc(O)cc1,1.1,-0.5
O=c1c2c([nH]c3ccc(Br)cc13)CCCC2,-0.01,-0.4
CCOc1ccc(S(=O)(=O)/N=C(\N)c2ccccc2)cc1,0.22,0.1
CCc1cc(C(=O)N=Nc2c(O)[nH]c3ccc([N+](=O)[O-])cc23)c2ccccc2n1,1.2,1.4
O=C(Nc1ccccc1)c1cccc(N2C(=O)CCC2=O)c1,1.2,-1.4
Cc1cccc(CC(=O)N2CCCC2)c1,-0.01,-0.6
CNc1snc(C)c1C(=O)OCC(=O)c1ccc(OC)c(F)c1,.,0.6
Cc1ccc(C)c(C(=O)COc2ccc(C)nc2[N+](=O)[O-])c1,0,-2.2
COc1cc(C(=O)NC2=NCCS2)ccc1OCc1c(C)noc1C,0.9,-0.7
Clc1ncnc2c1oc1ccccc12,1.5,-0.8
COc1cc(CCC(=O)Nc2cccc(C(F)(F)F)c2)cc(OC)c1OC,0.41,-0.4
COc1cccc(-n2cc(CNCc3cn(C)nc3-c3ccccc3F)cn2)c1,0.5,-2.1
O=C1/C(=C/c2ccccc2)NC(=S)N1C(c1ccccc1)c1ccccc1,-0.59,-0.1
COc1ccc(Cl)cc1NC(=O)CN(C)C(=O)Cc1ccc(-c2ccccc2)cc1,.,-3.0
COCc1cccc(C(=O)NC(c2ccccc2)c2ccccc2)c1,2.1,1.6

# Filtered by structure, those above with a nitro group on carbon (5)
SMILES,Kir21 block,STK33 kinase inh
O=C(OCCC1Oc2cccnc2NC1=O)c1ccc([N+](=O)[O-])cc1 (stereo not drawn),0.28,-1.3
Cc1cccc(NC(=O)C(c2cccc([N+](=O)[O-])c2)N2CCCCC2)c1 (stereo not drawn),-0.49,-3.6
Cc1ccc(OCC(=O)Nc2ccc3c(c2)OC(F)(F)O3)c([N+](=O)[O-])n1,-0.24,-0.4
CCc1cc(C(=O)N=Nc2c(O)[nH]c3ccc([N+](=O)[O-])cc23)c2ccccc2n1,1.2,1.4
Cc1ccc(C)c(C(=O)COc2ccc(C)nc2[N+](=O)[O-])c1,0,-2.2

# Continuation:
SMILES,Kir21 block,STK33 kinase inh
Cn1nnnc1SCC(=O)c1cccs1,0.62,-0.7
O=C(NC(=O)N1CCN(c2cccc(Cl)c2)CC1)c1ccc(Cl)cc1,-0.01,-3.9
CCOC(=O)N1CCN(C(=S)NCCOC)CC1,0,-1.4
COc1ccc(C(=O)C2CCCN(C(=O)C3CCOCC3)C2)c(C)c1 (stereo not drawn),0.58,-0.6
CCOC(=O)CNS(=O)(=O)c1ccc(C(=O)O)cc1,-0.96,-1.1
O=C1CCC(c2ccccc2)(C2CCN(Cc3ccccc3)CC2)C(=O)N1 (stereo not drawn),-1.2,-1.6
Cc1cccc(C)c1NC(=S)N(Cc1ccccc1)Cc1cccs1,-0.64,0.3
CCCC(C)NC(=O)COC(=O)c1cccc(NS(C)(=O)=O)c1 (stereo not drawn),-0.02,0.8
O=C(CSc1ccc2nnc(-c3cccnc3)n2n1)Nc1ccccc1,0.77,-0.4
COc1ccccc1N=Nc1ccc(O)c2ncccc12,0.02,-2.1
N#Cc1c(-c2cccs2)nc(SCC(=O)c2ccc(Br)cc2)[nH]c1=O,-1.3,0.6
CN(CCC1CCCCO1)C(=O)CCc1nnc(Cc2c[nH]c3ccccc23)o1 (stereo not drawn),-0.78,0.4
CCC1CCCCN1S(=O)(=O)c1ccc(NC(=O)c2cccnc2)cc1 (stereo not drawn),0.16,-1.1
S=C(N/N=C/c1ccc(Cl)cc1)N1CCOCC1,0,-0.6
O=C(C1COc2ccccc2O1)N1CCCCC1 (stereo not drawn),.,1.1
OCc1cc(CO)c(O)c(CCc2ccccc2)n1,0.04,-0.6
COc1cccc(CNCc2cccnc2)c1OCc1ccccc1,-1.7,0.7

# An excerpt of these results, as labelled records:
> CN(CCC1CCCCO1)C(=O)CCc1nnc(Cc2c[nH]c3ccccc23)o1 (stereo not drawn)
  Kir21 block: -0.78	STK33 kinase inh: 0.4

> CCC1CCCCN1S(=O)(=O)c1ccc(NC(=O)c2cccnc2)cc1 (stereo not drawn)
  Kir21 block: 0.16	STK33 kinase inh: -1.1

> S=C(N/N=C/c1ccc(Cl)cc1)N1CCOCC1
  Kir21 block: 0	STK33 kinase inh: -0.6

> O=C(C1COc2ccccc2O1)N1CCCCC1 (stereo not drawn)
  Kir21 block: .	STK33 kinase inh: 1.1
